FXIIa inh: factor XIIa (human) inhibition | P00748 | purified FXIIa, Boc-QGR-AMC fluorogenic substrate, 2 h | inhibition, % at 5 µM | 0.3% of 220,000 active | AID 800; in the data active = inhibition above about 40%;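 also: 0% = enzyme with no compound and 100% = blank without enzyme; many of its hits are not listed in these tables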
Rad51 HR inh: Rad51 (human) homologous recombination inhibition; Q06609; inhibition, % at 10 µM; hRad51 DNA strand exchange, fluorescence dequenching; 0.085% of 200,000 active;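 active = inhibition above 40% at the single screening dose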;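 also: 0% = DMSO control wells and 100% = blanks with heterologous ssDNA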
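System: human Rad51 nucleoprotein filaments preassembled on unlabelled ssDNA. Reagent: labelled 47-mer dsDNA for strand exchange. Schedule: 30-min compound preincubation and 15-min exchange, both room temperature. Measured by: FRET fluorescence dequenching, excitation 485 nm, emission 520 nm. Read-out: Fluorescence-based percent inhibition, control- and blank-normalised. Benchmarks: plate controls and plate blanks.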
Wee1 degr inh: human Wee1 degradation inhibition, primary screen | 1.2% of 220,000 active | HeLa Luc-Wee1K328M stability, luciferase luminescence; 100% = proteasome inhibitor MG132 effect | AID 1321 | reporter increase, % at 5 µM;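 active = activation above the mean of all tested compounds plus 3 SD, set per screening run, cut at about 8.8% in these data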;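 also: cells exposed to compound for 20 h before luminescence read; 0% = DMSO alone and 100% = MG132 at 30 µM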
FXIa inh: blocks human coagulation factor XIa protease activity; inhibition, % at 5 µM; 0.14% of 220,000 active; purified FXIa, Boc-Glu-Ala-Arg-AMC fluorogenic substrate; P03951;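 active = inhibition of at least 40%; inactive = inhibition below 40%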;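 also: fluorescence of freed AMC excited at 355 nm; 0% = enzyme without compound and 100% = no enzyme blank; many of its hits are not listed in these tables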
Target sequence (P03951 19-387 limits assumed): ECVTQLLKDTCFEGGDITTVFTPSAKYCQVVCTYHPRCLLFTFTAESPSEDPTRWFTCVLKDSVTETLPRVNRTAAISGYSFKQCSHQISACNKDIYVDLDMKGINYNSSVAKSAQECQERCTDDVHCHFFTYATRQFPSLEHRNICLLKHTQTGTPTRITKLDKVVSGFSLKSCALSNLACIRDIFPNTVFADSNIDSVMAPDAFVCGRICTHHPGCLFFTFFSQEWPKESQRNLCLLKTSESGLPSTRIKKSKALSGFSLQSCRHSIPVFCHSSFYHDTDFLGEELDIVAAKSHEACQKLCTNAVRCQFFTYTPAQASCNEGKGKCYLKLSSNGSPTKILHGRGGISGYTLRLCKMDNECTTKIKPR
Target sequence (P03951 388-625 limits assumed): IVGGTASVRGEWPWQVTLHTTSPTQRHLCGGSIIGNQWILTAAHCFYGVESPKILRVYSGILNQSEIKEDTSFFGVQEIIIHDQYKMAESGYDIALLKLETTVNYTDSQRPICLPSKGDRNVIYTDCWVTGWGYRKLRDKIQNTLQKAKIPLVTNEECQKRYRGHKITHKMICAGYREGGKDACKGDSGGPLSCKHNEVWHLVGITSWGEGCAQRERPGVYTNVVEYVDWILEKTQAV
p97 inhibitor: inhibitors of human p97 ATPase; P55072; recombinant p97 ATPase, Kinase-Glo ATP luminescence, 3 h; inhibition, % at 8 µM; 0.42% of 220,000 active; AID 1481; in the data active = inhibition above about 15%;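 also: 0% = DMSO vehicle and 100% = wells lacking enzyme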
eIF4E 4G PPI: inhibitors of eIF4E and eIF4G interaction in translation initiation. P63073+Q04637. TR-FRET eIF4E-eIF4GI(517-606) binding, 2 h. inhibition, % at 21.7 µM. 0.37% of 220,000 active;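 active = inhibition above about 30%, limit read from the data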;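 also: 0% = full FRET control wells and 100% = background wells lacking eIF4GI fragment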
14-3-3 Bad inh: disrupts binding of bovine 14-3-3 zeta to phospho-Bad peptide. inhibition, % at 21.7 µM. AID 781. P63103. TR-FRET 14-3-3zeta/Dy647-pBad peptide displacement, 1 h. 0.71% of 220,000 active;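 active = inhibition above about 70%, limit read from the data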;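 also: 0% = full 14-3-3 plus peptide FRET controls and 100% = background without 14-3-3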
Target sequence (P63103 whole entry, looked up): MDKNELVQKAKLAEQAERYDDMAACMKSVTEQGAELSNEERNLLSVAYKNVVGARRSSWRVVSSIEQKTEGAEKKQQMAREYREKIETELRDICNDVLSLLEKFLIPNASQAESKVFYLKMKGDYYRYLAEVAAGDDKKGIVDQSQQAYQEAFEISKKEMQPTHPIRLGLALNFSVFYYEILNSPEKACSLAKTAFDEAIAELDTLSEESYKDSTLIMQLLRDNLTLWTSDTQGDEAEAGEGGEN
MDM2 E3 inh: Mdm2 E3 ligase (human) inhibition; Q00987; cell-based MDM2 ubiquitination luciferase reporter, 2 h; 0 = plate control, 100 = twice control, blank-subtracted; signal enhancement, % at 5 µM; 0.11% of 210,000 active; AID 1230;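 active = signal enhancement of 30% or more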;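 also: luminescence tracks abundance of the self-degrading MDM2-luciferase fusion protein; higher signal means inhibition of MDM2 E3 ligase activity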
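Test system: mammalian cells stably expressing self-ubiquitinating, self-degrading MDM2 E3–luciferase fusion; Amount: 2000 cells in each well; Medium: DMEM; Schedule: 4 h settle plus 2 h compound, 37 °C; Technique: SteadyLite luciferase luminescence after 15 min room-temperature reagent incubation; Benchmarks: plate control and blank wells.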
KLK5 inh: inhibitors of human kallikrein 5 | Q9Y337 | recombinant hK5, fluorogenic AMC substrate cleavage | inhibition, % at 5 µM | 0.59% of 210,000 active | AID 873;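 active = inhibition of 40% or more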;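 also: 0% = enzyme controls without compound and 100% = no-enzyme blanks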
Target sequence (Q9Y337 67-293 limits assumed): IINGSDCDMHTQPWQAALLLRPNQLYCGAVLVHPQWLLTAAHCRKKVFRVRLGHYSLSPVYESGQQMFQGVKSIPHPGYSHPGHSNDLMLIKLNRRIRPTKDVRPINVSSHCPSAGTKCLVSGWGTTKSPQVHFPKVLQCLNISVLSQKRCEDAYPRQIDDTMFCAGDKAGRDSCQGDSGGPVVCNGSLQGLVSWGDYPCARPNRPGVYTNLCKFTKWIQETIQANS
Starred values were filed as active, the others as inactive; nt = not tested or not shown; & = joins results of further samples; ! = not confirmed by another sample; [ ] = remark or other dose.

SMILES | FXIIa inh | Rad51 HR inh | Wee1 degr inh | FXIa inh | p97 inhibitor | eIF4E 4G PPI | 14-3-3 Bad inh | MDM2 E3 inh | KLK5 inh
CSc1nc(N2CCN(c3ccccc3Cl)CC2)c2ccccc2n1 | 11 | nt | 3 | 4 | 2 | 6 | 13 | 6 | nt
CCOC(=O)c1nnn(CC(=O)Nc2cc(Cl)ccc2C)c1C(=O)OCC | 8 | -4 | 0 | -22 | -2 | -1[fluorescence artefact?] | 7[fluorescence artefact?] | -4 | 5
CCOC(=O)C(=Cc1cc(=O)c(OC)co1)C(=O)OCC | 9 | 15 | 1 | 7 | 2 | 8[fluorescence artefact?] | 1 | 2 | -11
O=S(=O)(c1ccc(-c2ccccc2)cc1)N1CCCC1 | 9 | 1 | 4 | -4 | 5 | 1 | -7 | 0 | 3
COc1cccc(-c2c3c([nH]c(=O)c2C#N)CCc2cc(OC)ccc2-3)c1 | -5 | 4 | 0 | -5 | -3 | -1 | 1 | -1 | 0
CCC1(C)Cc2c(sc3c2c2ncnn2c2nnc(SCC(=O)NCc4ccco4)n32)CO1 (stereo not drawn) | 30 | 2 | 2 | 16 | 3 | 13 | -1 | -14 | -9
O=C(Nc1ncc2c(n1)-c1ccccc1CC2)c1ccc(F)cc1 | 5 | 6 | -3 | 7 | 2 | 1 | -2[fluorescence artefact?] | 1 | 8
COc1cccc(Nc2nc(N)c([N+](=O)[O-])c(NCc3ccccc3)n2)c1 | 12 | 1 | 4 | 3 | 2 | -1 | 0 | -5 | 4
COc1cc(C2N3CC4(C)CN2CC(C)(C3)C4)ccc1O (stereo not drawn) | 6 | 0 | -2 | 0 | 2 | 0 | 0[fluorescence artefact?] | -2 | -22
CN(C)S(=O)(=O)N1CCN(C(=O)N2CCCCCC2)CC1 | 16 | 14 | 0 | 4 | 1 | 2 | 11 | -12 | -7
CCC(=O)N/C=C/n1cnc2cc(C(F)(F)F)ccc21 | 17 | 1 | 1 | 21 | 1 | -1[fluorescence artefact?] | -8 | -12 | -1
O=C(O)c1ccccc1C(=O)NCC(O)c1ccccc1 (stereo not drawn) | 3 | 6 | -1 | 0 | 6 | 5 | -4 | -10 | -3
COc1ccc(NC2=C(NCCO)C(=O)c3ccccc3C2=O)cc1 | 6 | -6 | 3 | 1 | 3 | 6 | -3[fluorescence artefact?] | -10 | -6
Cc1[nH]n(-c2ccc([N+](=O)[O-])cc2)c(=O)c1C=NCCN1CCN(C(=O)C(C)C)CC1 | 4 | -5 | 2 | 0 | -49 | 4 | -3 | -20 | -3
Cc1cccc(NS(=O)(=O)c2ccc(C)c(C(N)=O)c2)c1 | 22 | -3 | 0 | 24 | 5 | 2 | -4 | -9 | nt
O=C(NCc1ccccc1Cl)C(=O)NCC(c1ccco1)N1CCOCC1 (stereo not drawn) | 4 | 1 | -1 | -7 | -1 | 3 | -9 | 10 | -13
CCN(CC)C(=O)CSc1nnc(COc2ccc(OC)cc2)n1N | 10 | -2 | 3 | 1 | 0 | -1 | 2 | -41 | 4
O=S(=O)(Cc1ccccc1)N1CCn2c(nc3ccccc32)C1 | 15 | -3 | -1 | -5 | 6 | 2[fluorescence artefact?] | 0 | -14 | 2
Cc1ccccc1NC(=O)Cc1nc(CSc2nnc(C3CCCCC3)n2N)cs1 | 0 | -7 | -2 | 0 | 4 | 1 | 0 | 11 | 0
CCCC(=O)N(C1CC(C)C(C#N)(C#N)C1(C#N)C#N)N(C)C (stereo not drawn) | 12 | -8 | 8 | 2 | -2 | 0 | -1 | -8 | 2
O=C1COc2ccc(C(=O)COC(=O)c3cccnc3Cl)cc2N1 | -1 | 8 | -3 | -7 | 4 | 3 | -7 | -2 | -8
COc1ccc(OCC(O)CN2CCCCCC2)cc1 (stereo not drawn) | 18 | -3 | -2 | 11 | -1 | 6 | 62 | -1 | -12
COc1ccc(Br)cc1CN1CCN(C(=O)c2cccc(OC)c2OC)CC1 | 9 | 4 | -1 | -3 | -8 | -7 | 81* | -9 | -4
CCOC(=O)C(=O)N=Nc1c(O)[nH]c2ccccc12 | 13 | 0 | -2 | 2 | 1 | 2[fluorescence artefact?] | -7 | -7 | -28
COc1ccc(NC(=O)CSc2nc(-c3ccncc3)nn2CC(=O)N2CCCC2)cc1 | 14 | -3 | 1 | -7 | 9 | -5[fluorescence artefact?] | -1 | -3 | -10

Record cards, as listed above. Screens in order: FXIIa inh	Rad51 HR inh	Wee1 degr inh	FXIa inh	p97 inhibitor	eIF4E 4G PPI	14-3-3 Bad inh	MDM2 E3 inh	KLK5 inh
CCOC(=O)C(=O)N=Nc1c(O)[nH]c2ccccc12 reads 13	0	-2	2	1	2[fluorescence artefact?]	-7	-7	-28
Cc1cccc(NS(=O)(=O)c2ccc(C)c(C(N)=O)c2)c1 reads 22	-3	0	24	5	2	-4	-9	nt
COc1ccc(Br)cc1CN1CCN(C(=O)c2cccc(OC)c2OC)CC1 reads 9	4	-1	-3	-8	-7	81*	-9	-4

Following part:
SMILES | FXIIa inh | Rad51 HR inh | Wee1 degr inh | FXIa inh | p97 inhibitor | eIF4E 4G PPI | 14-3-3 Bad inh | MDM2 E3 inh | KLK5 inh
CCCCOc1ccc(-c2nnc(-c3ccco3)o2)cc1 | 0 | -5 | 4 | 3 | 2 | 4 | -2 | -42 | 1
CCN(CC)S(=O)(=O)c1cccc(-c2nc3n(n2)Cc2ccccc2-3)c1 | 14 | 2 | 1 | 3 | -1 | -6 | 45[fluorescence artefact?] | -5 | -25
CCOc1c(N2CC(C)OC(C)C2)c(=O)c1=O (stereo not drawn) | 7 | nt | 9.4* | -1 | 5 | 0 | 7 | -2 | 1
COc1cc(/C=C/C(=O)c2ccc(NS(=O)(=O)c3ccc(C)cc3)cc2)cc(OC)c1O | 7 | -19 | 1 | 5 | 10 | 1 | 2 | -1 | -6
CCCC(=O)Nc1ccc(N2CCN(S(C)(=O)=O)CC2)cc1 | 10 | -50 | -1 | 19 | 3 | 2[fluorescence artefact?] | -1 | 0 | -2
CC[C@H](C)[C@H](NS(=O)(=O)c1ccc(C)cc1)C(=O)N1CCC(C(=O)N[C@@H](C)C(=O)O)CC1 | 17 | -3 | 0 | 3 | -5 | 5 | 16 | 7 | 0
CCCN(CCC)CCCNS(=O)(=O)c1cc(Br)cc2c1N(C(C)=O)CC2 | 10 | 8 | -4 | 6 | 4 | -2 | -11 | -15 | 6
CCN(CC)CCC(C)OC(=O)c1ccc(O)cc1O (stereo not drawn) | 7 | 0 | -2 | -3 | 2 | -1 | -7 | -5 | 5
O=C(CN1C(=O)COc2ccccc21)NCCN1CCc2ccccc2C1 | 1 | 1 | 1 | -5 | 0 | -1[fluorescence artefact?] | 1[fluorescence artefact?] | 0 | -7
COc1cccc(C2(O)CC(C(F)(F)F)=NN2C(=O)c2ccccn2)c1 (stereo not drawn) | 3 | -4 | 2 | -6 | -4 | -3 | -24 | -6 | -9
CNC(=S)NNC(=O)Cc1ccc(O)cc1 | 6 | 5 | 2 | 5 | -1 | -3 | -12[fluorescence artefact?] | -2 | -19
COc1ccc(Nc2nc(C(=O)N(CCO)Cc3ccccc3)cs2)cc1 | 9 | -1 | 1 | 1 | 2 | 2 | -19 | -9 | 2
O=C(CCN1C(=O)c2ccccc2C1=O)N1CCN(Cc2ccc(Cl)cc2Cl)CC1 | 17 | -3 | 4 | 5 | -1 | 1 | 7 | -4 | -14
O=C(NCCCn1ccnc1)c1cn(-c2ccccc2)nc1-c1ccc(F)cc1 | -2 | 8 | 1 | -8 | -1 | 1[fluorescence artefact?] | 2[fluorescence artefact?] | -22 | 0
O=C(C1CCN(CC2CC=CCC2)CC1)N(CCc1ccccc1)Cc1ccccc1 (stereo not drawn) | 12 | -1 | -1 | 1 | -2 | 2 | 17 | -11 | 5
CC1=C2C(=O)OC(c3ccoc3)C2(C)CCC1 (stereo not drawn) | 10 | nt | 1 | -12 | -3 | -5 | -3 | -7 | 1
N#C/C(=C\c1cn(Cc2ccc(C#N)cc2)c2ccccc12)C(=O)NCc1cccs1 | 6 | -4 | -1 | 2 | 5 | 4 | -18 | -5 | -21
CN(C)CCCNC(=O)c1cc(C(=O)Cc2ccccc2)c[nH]1 | -20 | 5 | 1 | -8 | 1 | 4 | -2 | -9 | -26
C/C(=C(/NC(=O)c1ccccc1)C(=O)O)c1ccco1 | 10 | 11 | -3 | 3 | 4 | 3 | -5 | 4 | -11
CC(=O)Nc1nc(-c2cccs2)cs1 | 24 | -1 | 2 | 1 | 2 | 14 | -16 | 0 | 2
Cn1c(=O)oc2cc(S(=O)(=O)N3CCCC(C(=O)NCC4COc5ccccc5O4)C3)ccc21 (stereo not drawn) | 10 | nt | 1 | 2 | 5 | 2 | -7 | -33 | -6
COc1ccc(S(=O)(=O)N2CCCOC2CNC(=O)C(=O)NCCCn2ccnc2)cc1 (stereo not drawn) | 3 | nt | -3 | -3 | 0 | -1 | -8 | -1 | -6
CC(C)(C)Nc1scc(-c2ccccc2)[n+]1-c1ccccc1 | -7 | 11 | 2 | 2 | 0 | 0 | -11 | -76 | 2
O=C(NCCc1ccc(Cl)cc1)C1CCN(C(=O)c2sccc2-n2cccc2)CC1 | 8 | 7 | -6 | -4 | 3 | 1 | -6 | -10 | -8
O=c1c2ccccc2nc(SCc2ccccc2Cl)n1Cc1ccccc1 | 8 | 0 | -2 | -7 | 4 | 2 | -15 | -5 | -13
More results.
SMILES | FXIIa inh | Rad51 HR inh | Wee1 degr inh | FXIa inh | p97 inhibitor | eIF4E 4G PPI | 14-3-3 Bad inh | MDM2 E3 inh | KLK5 inh
O=C(Cn1nc(Cc2cccnc2)c2ccccc2c1=O)Nc1ccc2c(c1)OCO2 | -6 | -6 | 3 | -12 | 6 | 8 | -1 | -4 | 32
Cc1ccccc1OCc1nc(-c2ccccc2)no1 | -11 | 3 | 11* | -7 | 4 | 3 | 4 | -6 | 10
CCOc1ccc(N=Nc2c(N)[nH][nH]c2=O)cc1 | 0 | 9 | 3 | 1 | -5 | -7[fluorescence artefact?] | -8[fluorescence artefact?] | -19 | -7
Cc1cc(C(=O)N/N=C/c2c(C)[nH]c3ccccc23)n[nH]1 | 7 | 13 | 0 | -1 | 0 | -2 | -2 | -6 | 1
CCOC(=O)CSc1n[nH]c(NC(=O)NC(C)C)n1 | 6 | nt | -3 | -2 | 3 | -1 | -6 | -11 | nt
CCC(=O)Nc1cccc(C2=NOC3(C2)C[C@@H](C(N)=O)N(C(=O)C(c2ccccc2)c2ccccc2)C3)c1 (stereo partly drawn) | 11 | 2 | nt | 2 | nt | 2 | -1 | -7 | 0
C=CCc1ccccc1OCC(O)CN1CCN(Cc2ccc3c(c2)OCO3)CC1 (stereo not drawn) | -3&6 | 0&-4 | 0&-1 | -4&1 | 16*! | -26&3[fluorescence artefact?] | 54&11[fluorescence artefact?] | -2&-19 | -17&-2
COCC(=O)Nc1nnc(SCC(=O)NCc2cccs2)s1 | 10 | -6 | -3 | -2 | -2 | 4 | 18 | -1 | 1
O=C(CN1CCOCC1)N/N=C/c1ccccc1 | 7 | 5 | -1 | 3 | 4 | -3 | -5 | -37 | 3
CCOc1ccc(S(=O)(=O)N(C)c2ccc(OCC(=O)Nc3nc(-c4cc(OC)ccc4OC)cs3)cc2)cc1 | 9 | 5 | -3 | 7 | 1 | -3 | -28[fluorescence artefact?] | -12 | -6
CCCCc1ccc(NC(=S)NCc2ccccc2OC)cc1 | 5 | -1 | 2 | -1 | -3 | 3 | -5 | -1 | 0

Screens from PubChem BioAssay.
